# ANO1 block: inhibitors of mouse TMEM16A calcium-activated chloride channel. Q8BHY3. HEK293 TMEM16A/YFP iodide influx fluorescence, ionomycin. normalized B-score (activity score, 25-100; higher = stronger inhibition) at 10 µM. 310,000 compounds, 1.2% hits;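 active = ratio plate-corrected score three or more library SD toward inhibition, starting fluorescence score within five deviations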;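 also: score derived from kinetic fluorescence span divided by baseline fluorescence per well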
# KCNK9 block: blocks the human KCNK9 two-pore domain potassium channel; HEK293 KCNK9, FluxOR thallium flux fluorescence; stronger effect = lower value; AID 488922; Q9NPC2; B-score at 10 µM; 310,000 compounds, 1.2% hits;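 active = ratio B-score over 3 SD below the library mean, with starting fluorescence within 5 SD of its mean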;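 also: negative B-score means less thallium flux so channel inhibition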
# KCNQ1 block: human KCNQ1 channel inhibition. CHO-K1 KCNQ1, FluxOR thallium flux fluorescence; stronger effect = higher value. B-score at 10 µM. 310,000 compounds, 1.3% hits;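 active = compounds whose thallium flux B-score, printed positive for inhibition, exceeds three library SD while starting fluorescence stays within three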;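 also: channel opened by potassium depolarization with thallium stimulus after 20 min compound exposure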
# TRPC4 potent: allosteric potentiators of mouse TRPC4 channel; Q9QUQ5; HEK293 TRPC4beta/mu-opioid, DAMGO EC20, Fluo-4 Ca2+ flux; stronger effect = higher value; B-score at 10 µM; 310,000 compounds, 0.42% hits;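 active = B-score of calcium response area above 5 SD of library B-scores, with initial fluorescence ratio within 5 SD of library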;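 also: B-score of integrated fluorescence ratio over time as area under calcium response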
# Target sequence (Q9QUQ5 whole entry, looked up): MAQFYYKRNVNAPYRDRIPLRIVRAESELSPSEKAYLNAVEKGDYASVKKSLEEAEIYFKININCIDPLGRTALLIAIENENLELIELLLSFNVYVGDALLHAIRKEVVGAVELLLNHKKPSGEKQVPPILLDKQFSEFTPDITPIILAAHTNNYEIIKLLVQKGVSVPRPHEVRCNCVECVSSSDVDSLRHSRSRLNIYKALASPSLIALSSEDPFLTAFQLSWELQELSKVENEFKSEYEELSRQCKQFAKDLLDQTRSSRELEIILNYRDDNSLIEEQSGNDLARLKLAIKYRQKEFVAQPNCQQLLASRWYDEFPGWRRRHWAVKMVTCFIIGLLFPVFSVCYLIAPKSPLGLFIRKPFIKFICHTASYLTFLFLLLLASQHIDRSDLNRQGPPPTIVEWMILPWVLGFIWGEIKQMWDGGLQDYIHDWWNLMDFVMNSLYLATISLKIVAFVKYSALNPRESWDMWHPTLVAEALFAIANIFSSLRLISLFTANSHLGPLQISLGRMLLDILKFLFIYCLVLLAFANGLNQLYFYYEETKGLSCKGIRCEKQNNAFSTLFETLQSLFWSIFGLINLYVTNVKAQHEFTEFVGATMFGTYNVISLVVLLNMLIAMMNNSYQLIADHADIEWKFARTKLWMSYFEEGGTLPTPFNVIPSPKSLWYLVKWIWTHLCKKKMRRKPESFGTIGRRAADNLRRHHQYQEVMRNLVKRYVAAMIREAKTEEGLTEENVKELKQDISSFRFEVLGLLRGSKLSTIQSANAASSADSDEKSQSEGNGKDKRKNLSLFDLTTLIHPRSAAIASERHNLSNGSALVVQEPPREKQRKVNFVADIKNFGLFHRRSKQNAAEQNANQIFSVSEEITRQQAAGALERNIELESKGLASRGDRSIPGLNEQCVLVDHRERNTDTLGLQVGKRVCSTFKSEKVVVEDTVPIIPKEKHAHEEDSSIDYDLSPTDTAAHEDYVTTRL
# hERG rescue: shields human hERG channel from block by proarrhythmic agents; 310,000 compounds, 0.51% hits; AID 1511; Q12809; activation (rescue from dofetilide block), less the hit threshold, % at 10 µM; CHO-hERG, FluxOR thallium flux, dofetilide IC70 present;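 active = activation above the mean of controls blocked by dofetilide plus 5 SD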;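 also: thallium influx through hERG after potassium depolarization seen as dye fluorescence rise; in these data hits start at about 4.7%; inactives centre near -7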
# KCNK3 block: human KCNK3 channel inhibition, primary screen; O14649; CHO-KCNK3 thallium flux, FluxOR fluorescence; stronger effect = lower value; B-score at 10 µM; 340,000 compounds, 0.84% hits;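 active = B-score under library mean minus 4 SD, starting fluorescence ratio at most library mean plus 5 SD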;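 also: more negative B-score means stronger inhibition of thallium flux through KCNK3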
# HDAC3 inh: blocks human histone deacetylase 3; inhibition, % at 8.3 µM; 320,000 compounds, 0.15% hits; recombinant HDAC3, fluorogenic peptide/trypsin coupled, fluorescence; in the data active = inhibition above about 26%, passing the limit was not always enough; inconclusive = no clear call, values can overlap the other calls
# TRPC4 agonist: TRPC4 (mouse) channel activation; Q9QUQ5; HEK293 TRPC4beta/mu-opioid, Fluo4 calcium fluorescence; stronger effect = higher value; B-score at 10 µM; 310,000 compounds, 0.49% hits; AID 2237;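 active = B-score above 5 SD of library B-scores, and initial fluorescence ratio not above library mean plus 5 SD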;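 also: positive B-score marks a calcium rise read as TRPC4 activation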
#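 Test system: HEK293 cells stably co-expressing mouse TRPC4beta and mu-opioid receptor | Schedule: Fluo4 dye loading 45 min at room temperature, 110 s recording | Measured by: Kinetic Fluo4 calcium fluorescence, 5 s baseline at 1 Hz | Evaluation: B score of integrated ratio | Controls: Buffer (low) and maximal DAMGO (high)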
# DYRK1A inh: inhibitors of rat Dyrk1A kinase; Q63470; ADP-Glo luminescence, NFATc1 peptide; inhibition, % at 12.5 µM; 310,000 compounds, 0.43% hits; AID 504441; in the data active = inhibition above about 50%;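 also: plate controls were vehicle with enzyme for no effect and no enzyme for full effect; many of its hits are not listed in these tables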
# KCNQ1 act: potentiates or activates the human KCNQ1 potassium channel. P51787. CHO-K1 KCNQ1, thallium flux FluxOR fluorescence; stronger effect = higher value. B-score at 10 µM. 310,000 compounds, 0.35% hits;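 active = fluorescence ratio B-score, a plate-corrected score, at least three library SD, with initial intensity B-score within 5 SD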
#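 Assay system: CHO-K1 cells stably expressing KCNQ1; Medium: assay buffer with matched DMSO; Also added: K+/Tl+ depolarizing stimulus; Dosing: single dose; Timing: dye 90 min, compound 20 min, room temperature; Measured by: kinetic FluxOR thallium fluorescence, 10-s 1-Hz baseline, 110-s post-stimulus read; Read-out: peak-minus-minimum fluorescence over initial fluorescence, negative-control normalized, B-scored.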
# ANO1 activ: activates or potentiates the mouse TMEM16A chloride channel; HEK293 TMEM16A/YFP-H148Q/I152L, iodide quench fluorescence; stronger effect = lower value; 340,000 compounds, 0.3% hits; B-score at 10 µM; Q8BHY3;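 active = fluorescence-ratio B-score plate-corrected deviation score at least 3 library SD below zero, with starting fluorescence score within 5 deviations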;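 also: channel opened by trigger with iodide after compound preincubation; score built on the fluorescence ratio of max minus min over baseline; more negative score means more quench and so TMEM16A activation or potentiation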
# * marks the source's active call; other numbers are inactive results; i = inactive; u = inconclusive; x = no result given. Only part of the results is shown; rates above refer to the full screens.
SMILES,ANO1 block,KCNK9 block,KCNQ1 block,TRPC4 potent,hERG rescue,KCNK3 block,HDAC3 inh,TRPC4 agonist,DYRK1A inh,KCNQ1 act,ANO1 activ
CCCCCSc1nc2c(cnn2-c2ccccc2)c(=O)[nH]1,i,x,x,x,x,i,-5,x,-1,x,i
CCn1c(Sc2ccc(N)cc2Cl)nc2ccccc21,i,i,i,i,-3,i,2,i,-5,i,i
COc1ccc(-c2cc(-c3ccccc3)c(C#N)c(S(C)(=O)=O)n2)cc1,i,i,i,i,-9,i,-26,i,1,i,i
CCOC(=O)c1csc(CCNC(=O)c2oc3c(Cl)cc(C)cc3c2C)n1,i,i,i,i,-10,i,x,i,2,i,i
CCCCNC(=O)C(NS(=O)(=O)c1cccc2nsnc12)c1ccccc1 (stereo not given),i,i,i,i,-15,i,0,i,-4,i,i
O=C(NC1CCCC1)C(c1ccsc1)N(C(=O)Cc1cccs1)c1ccccc1 (stereo not given),i,i,i,i,-2,i,0,i,1,i,i
O=C(c1cnc2ccccn2c1=O)N1CCc2ccccc21,i,i,i,i,-4,i,5,i,-34,i,i
CCOC(=O)c1ccc(N2CCCCC2)c(NS(=O)(=O)c2cccc(C(F)(F)F)c2)c1,i,-11*,i,i,-6,i,11,i,-12,i,i
CCN(c1cccc(C)c1)S(=O)(=O)c1ccc2c(c1)CCN2C(C)=O,i,i,i,i,-5,i,1,i,3,i,i
O=C(O)CSc1nc2ccccc2n1C1CCCCC1,i,i,i,i,1,i,-3,i,2,i,i

# Reprinted at random: 4 records from the list.
SMILES,ANO1 block,KCNK9 block,KCNQ1 block,TRPC4 potent,hERG rescue,KCNK3 block,HDAC3 inh,TRPC4 agonist,DYRK1A inh,KCNQ1 act,ANO1 activ
CCCCCSc1nc2c(cnn2-c2ccccc2)c(=O)[nH]1,i,x,x,x,x,i,-5,x,-1,x,i
O=C(NC1CCCC1)C(c1ccsc1)N(C(=O)Cc1cccs1)c1ccccc1 (stereo not given),i,i,i,i,-2,i,0,i,1,i,i
O=C(O)CSc1nc2ccccc2n1C1CCCCC1,i,i,i,i,1,i,-3,i,2,i,i
O=C(c1cnc2ccccn2c1=O)N1CCc2ccccc21,i,i,i,i,-4,i,5,i,-34,i,i

# (list continues)
SMILES,ANO1 block,KCNK9 block,KCNQ1 block,TRPC4 potent,hERG rescue,KCNK3 block,HDAC3 inh,TRPC4 agonist,DYRK1A inh,KCNQ1 act,ANO1 activ
COc1cc(C)c(CNC2CCCCC2)cc1C,i,i,i,i,-3,i,2,i,x,i,i
Cc1cc(C(=O)N/N=C/c2ccc(O)c([N+](=O)[O-])c2)c(C)n1-c1ccc(F)cc1,i,i,i,i,-11,i,u,i,-6,i,i
Cc1ccc(S(=O)(=O)N2CCCCC2C(=O)N2CCN(C)CC2)cc1 (stereo not given),i,i,i,i,2,i,0,i,0,i,i
CCN(CC)S(=O)(=O)c1ccc2c(c1)c(=O)c(C(=O)N1CCN(c3ccccn3)CC1)cn2C,i,i,i,i,-7,i,-6,i,-2,i,i
CC(Sc1cccc2cccc(C(=O)O)c12)C(=O)O (stereo not given),i,i,i,i,-4,i,0,i,7,i,i
CC(C)(O)c1[nH]c2cc(C(F)(F)F)ccc2c1C(C)(C)O,i,i,i,i,-7,i,7,i,4,i,i
Cc1cc(C(=O)CCC(=O)N2CCN(c3ccccc3)CC2)c(C)s1,i,i,i,i,-15,i,12,i,9,i,i
CC(C)c1nc(NCCN2CCOCC2)c(C#N)c2c1COC(C)(C)C2,i,i,i,i,-8,i,-14,i,-2,i,i
Cc1cccnc1NC(=S)NC(=O)/C=C/c1ccco1,i,i,i,i,-8,i,9,i,1,i,i
CC(=O)N1CCN(c2ccccc2NC(=O)c2cccs2)CC1,i,i,i,i,-12,i,0,i,-1,i,i
CN(C(=O)c1cccs1)c1ccc(OCC(=O)Nc2ccc(C(=O)O)cc2)cc1,i,i,i,i,3,i,-2,i,4,i,i
CCC(C)(C)n1nnnc1CN1CCN(c2ccc(OC)cc2)CC1,i,i,i,i,-16,i,-3,i,3,i,i
O=C(N/N=C/c1cc(Cl)cc([N+](=O)[O-])c1O)c1ccc2c(c1)OCO2,i,i,i,i,-10,i,0,i,0,i,i
COc1ccc(OCCC(=O)OCC(=O)NC2CCCCCCC2)cc1,i,i,i,i,-8,i,7,i,1,i,i
Cc1c(C)c2ccc(OCC(=O)NCCCn3ccnc3)cc2oc1=O,i,i,i,i,-5,i,-27,i,-1,i,i
Cc1c(Cl)cccc1NC(=O)CSc1nncn1-c1cccnc1,i,i,i,i,-8,i,3,i,0,i,i
CCCCNC(=O)CNC(=S)N(Cc1ccccc1)Cc1cccs1,i,i,i,i,-7,i,11,i,3,i,i
N#Cc1c2n(c(=S)n(-c3ccc(F)cc3)c1=O)CCCCC2,i,i,i,i,-14,i,3,i,-1,i,i
CCCCCCCCc1nnc(N)s1,i,i,i,i,-8,i,4,i,7,i,i
COc1ccc(OC)c(C2c3[nH]c4ccccc4c3C[C@H]3C(=O)N(C4CC4)CC(=O)N23)c1 (stereo not given in full),i,i,i,i,-3,i,-1,i,2,i,i

# Of the compounds above, these contain an NH in an aromatic ring.
SMILES,ANO1 block,KCNK9 block,KCNQ1 block,TRPC4 potent,hERG rescue,KCNK3 block,HDAC3 inh,TRPC4 agonist,DYRK1A inh,KCNQ1 act,ANO1 activ
CCCCCSc1nc2c(cnn2-c2ccccc2)c(=O)[nH]1,i,x,x,x,x,i,-5,x,-1,x,i
CC(C)(O)c1[nH]c2cc(C(F)(F)F)ccc2c1C(C)(C)O,i,i,i,i,-7,i,7,i,4,i,i
COc1ccc(OC)c(C2c3[nH]c4ccccc4c3C[C@H]3C(=O)N(C4CC4)CC(=O)N23)c1 (stereo not given in full),i,i,i,i,-3,i,-1,i,2,i,i

# Additional records.
SMILES,ANO1 block,KCNK9 block,KCNQ1 block,TRPC4 potent,hERG rescue,KCNK3 block,HDAC3 inh,TRPC4 agonist,DYRK1A inh,KCNQ1 act,ANO1 activ
CSCCC(NS(=O)(=O)c1ccc2c(c1)oc(=O)n2C)C(=O)NC1CCCCC1 (stereo not given),i,i,i,i,-8,i,-3,i,0,i,i
CCc1ccc(OCCNC(=O)OCc2ccccc2)cc1,i,i,i,i,-6,i,0,i,2,i,i
Cn1c(=O)cc(OCCCC(=O)Nc2ccccn2)c2ccccc21,i,i,i,i,-13,i,4,i,2,i,i
Nc1ccccc1Oc1c(F)c(F)c(Oc2ccccc2N)c(F)c1F,i,i,i,i,-6,i,12,i,0,i,i
CCC(=O)N(Cc1ccco1)c1nc(-c2ccccc2)cs1,i,i,i,i,-9,i,1,i,-7,i,i
OCCC1CN(Cc2cccs2)CCN1Cc1ccccc1 (stereo not given),i,i,i,i,-6,i,2,i,0,i,i
O=C(O)COc1ccccc1/C=C1\SC(=S)N(c2cccnc2)C1=O,i,i,i,i,-10,x,x,i,x,i,x
COc1ccccc1OCC(=O)OCC(=O)NCCN1C(=O)CSC1=O,i,i,i,i,-5,i,u,i,4,i,i
COc1ccc(C(=O)CSc2nnc(CNc3ccc(F)cc3)o2)cc1,i,i,i,i,-6,i,-4,i,1,i,i
COCCn1c(SCC(=O)Nc2cccc(C)c2)nnc1C(C)C,i,i,i,i,-1,i,-1,i,-5,i,i
CN(C)Cc1c(C(=O)N/N=C/c2cccc(OCc3ccccc3)c2)nnn1-c1nonc1N,i,i,i,i,3,i,-4,i,-3,i,i
Cc1ccccc1OCC(=O)OCC(=O)NCc1cccs1,i,i,i,i,-4,i,-3,i,-7,i,i
O=C(Nc1ccccc1)c1nccn1Cc1ccc(F)cc1,i,i,i,i,-10,i,-3,i,4,i,i
COc1ccc(NS(=O)(=O)c2ccc(NC(C)=O)cc2)cc1OC,i,i,i,i,-10,i,10,i,-2,i,i
Cc1ccc(OCC(=O)NNC(=O)c2ccco2)c(C)c1,i,i,i,i,-4,i,-4,i,3,i,i
COc1cc2nc(CN3C(=O)c4ccccc4C3=O)oc(=O)c2cc1OC,i,i,i,i,-5,i,0,i,-6,i,i
CN1/C(=C/C(=S)NC(=O)C2CCC2)C(C)(C)c2ccccc21,i,i,i,i,-9,i,10,i,x,i,i
CCCCCn1c(C(C)NC(=O)CCC)nc2ccccc21 (stereo not given),i,i,i,i,-11,i,x,i,-1,i,i
O=C(OCc1cccc([N+](=O)[O-])c1)c1cc(=O)[nH]c2ccccc12,i,i,i,i,-4,x,12,i,x,i,x
COc1ccccc1CC(NC(C)=O)C(=O)NC1CCN(C(=O)Nc2ccccc2C)CC1 (stereo not given),i,i,i,i,-7,i,-3,i,2,i,i
CCOC(=O)c1cc(NC(=O)NC2CCCCC2)c(C)nc1C,i,i,i,i,-10,i,0,i,1,i,i
CCOC(=O)c1c(NC(=O)CN2C(=O)C(=O)N(CC(C)C)C2=O)sc(C)c1CC,i,i,i,i,-15,i,-2,i,-2,i,i
CC1CCCCN1CCn1cnc2c([nH]c3ccccc32)c1=O (stereo not given),i,i,i,i,-12,i,-16,i,8,i,i
Cc1c(C(=O)NCCC2=CCCCC2)oc2ccc(S(=O)(=O)N3CCC4(CC3)OCCO4)cc12,i,i,i,i,-21,-9.1*,-9,i,-5,i,i
CCc1ccccc1NC(=O)c1ccc([N+](=O)[O-])s1,i,i,i,i,-17,i,6,i,1,i,i
O=C(CSc1ccc(-c2ccc(F)cc2)nn1)NCC1CCCO1 (stereo not given),i,i,i,i,-5,i,-17,i,0,i,i

# Screening data (PubChem BioAssay)
